Neddyl block – inhibitors of cullin neddylation, primary screen, biochemical, TR-FRET, uHTS, NAE and Ubc12; NEDD8-conjugating enzyme Ubc12 (Homo sapiens) + NEDD8-activating enzyme E1 regulatory …; 360,000 compounds, 0.58% hits; calls only at 25 µM; AID 651699, 2012; in the data active means inhibition above about 36%
FAS-TE inh – FAS thioesterase domain inhibitors, primary screen, biochemical, fluorescence intensity, uHTS; Fatty acid synthase (Homo sapiens), P49327; recombinant FAS-TE, OMFH fluorogenic substrate, fluorescence endpoint; inhibition, % at 15 µM; 360,000 compounds, 0.67% hits;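 active means compounds whose normalised, plate-corrected inhibition of enzyme fluorescence in the single-dose primary screen is 50% or more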;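 further: 0% = DMSO with enzyme and 100% = substrate without enzyme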
MsrA act – bovine MsrA enzyme activators, primary screen, biochemical, absorbance, HTS. Methionine sulfoxide reductase A (Bos taurus). purified bovine MsrA, absorbance read-out. activation, % at 10.6 µM. 360,000 compounds, 0.3% hits; in the data active means activation above about 7.5%;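 further: 0% = vehicle and 100% = reference activator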
CSN inh – inhibitors of CSN-mediated cullin deneddylation, primary screen, biochemical, fluorescence polarization, uHTS; COP9 signalosome complex subunit 5 (Homo sapiens), Q92905; Purified CSN, SCF-Nedd8-OG deneddylation; inhibition, % at 12.5 µM; 360,000 compounds, 0.38% hits; AID 651999, 2013;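 active means pattern-corrected inhibition above about 35%, with an unprinted fluorescence ratio check between 0.5 and 1.5, limit read from the data, passing the limit was not always enough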;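 further: 0% = enzyme with substrate and 100% = substrate without enzyme; some results filed as inactive read as strong as hits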
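Test system: purified human Csn5 enzyme expressed in HEK293T cells. Amount: 0.24 nM enzyme. Reagent: SCFSkp2-Nedd8OG substrate at 10 nM final. Schedule: 90 min incubation of compound, enzyme and substrate at room temperature. Detection: fluorescence polarization. Read-out: % inhibition of substrate cleavage by Csn5.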
MLLE-PAM2 inh – inhibitors of PABP1 MLLE–PAM2 peptide binding, primary screen, biochemical, fluorescence polarization, FITC-PAM2, GST-MLLE; inhibition, % at 20 µM; 360,000 compounds, 0.36% hits; in the data active means inhibition above about 35%, passing the limit was not always enough;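 further: plate controls were DMSO wells with GST-MLLE for no effect and wells lacking GST-MLLE protein for full effect; some results filed as inactive read as strong as hits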
eLon inh – inhibitors of E. coli Lon protease, primary screen, biochemical, fluorescence polarization. P0A9M0. purified E. coli Lon protease. inhibition, % at 7.94 µM. 360,000 compounds, 0.42% hits; in the data active means inhibition above about 13%, passing the limit was not always enough;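 further: 0% = enzyme with probe and DMSO and 100% = no enzyme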
MsrA inhibitor – bovine MsrA enzyme inhibitors, primary screen, biochemical, absorbance, HTS. 360,000 compounds, 0.75% hits. inhibition, % at 15.5 µM. purified bovine MsrA, absorbance read-out. Methionine sulfoxide reductase A (Bos taurus); in the data active means inhibition above about 4.5%;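 further: 0% = vehicle wells with enzyme and 100% = reference inhibitor wells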
Rin1-Abl PPI inh – inhibitors of Rin1-Abl protein binding, primary screen, biochemical, TR-FRET; Tyrosine-protein kinase ABL1 (Homo sapiens) + Ras and Rab interactor 1 (Homo sapiens), …; inhibition, % at 7.35 µM; 360,000 compounds, 0.4% hits; in the data active means inhibition above about 5%, passing the limit was not always enough
TbMetRS inhib – T. brucei MetRS inhibitors, primary screen, biochemical, luminescence | purified T. brucei MetRS, ATP depletion, Kinase-Glo luminescence | 360,000 compounds, 0.4% hits | inhibition, % at 11.9 µM | methionyl-tRNA synthetase (Trypanosoma brucei brucei) | AID 624268, 2012;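 active means inhibition above a per-plate cutoff of the control wells' mean inhibition plus 3 SD, cut at about 5.5% in these data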;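 further: 0% = DMSO wells median and 100% = median of wells with control inhibitor compound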
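Test system – parasite MetRS enzyme · Reagent – substrates ATP, L-methionine and bulk Escherichia coli tRNA · Doses – 11.9 µM compound single dose, 0.9% DMSO · Times – 15 min enzyme-compound preincubation, 2 h reaction, 10 min detection, 25 °C · Signal – Kinase-Glo luminescence, ATP depletion format · Controls – DMSO-only wells as low control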
Active calls of the source: *.

Results for CCOC(=O)CSc1nnc(Cn2nnc(-c3ccccc3)n2)n1CC ?
Neddyl block: inactive; FAS-TE inh: -2; MsrA act: -2; CSN inh: 1; MLLE-PAM2 inh: -1; eLon inh: -3; MsrA inhibitor: -0.2; Rin1-Abl PPI inh: 3; TbMetRS inhib: -0.5

Results for Cc1oc(C(C)(C)C)cc1C(=O)NC1CCN(Cc2ccccc2)CC1 ?
Neddyl block: inactive; FAS-TE inh: -3; MsrA act: -7; CSN inh: 0; MLLE-PAM2 inh: 0; eLon inh: 8; MsrA inhibitor: -1.1; Rin1-Abl PPI inh: -5; TbMetRS inhib: -0.8

What do the screens show for `Cc1ccc(C(=O)C(C)OC(=O)Cc2c[nH]c3ccccc23)cc1` (stereo not drawn)?
Neddyl block: inactive; FAS-TE inh: 13; MsrA act: -3; CSN inh: 4; MLLE-PAM2 inh: 1; eLon inh: 2; MsrA inhibitor: -0.5; Rin1-Abl PPI inh: -1; TbMetRS inhib: -0.7

How did COC(=O)c1ccc(CNC(=O)C2CCC(=O)N(Cc3cccc(F)c3)C2)cc1 (stereo not drawn) do in these assays?
Neddyl block: inactive; FAS-TE inh: -4; MsrA act: -3; CSN inh: 4; MLLE-PAM2 inh: 10; eLon inh: -3; MsrA inhibitor: 1.6; Rin1-Abl PPI inh: 0; TbMetRS inhib: -0.2

What do the screens show for `COc1cccc(N2C(=O)CN(Cc3ccccc3)C2=S)c1`?
Neddyl block: inactive; FAS-TE inh: -1; MsrA act: 0; CSN inh: 0; MLLE-PAM2 inh: 3; eLon inh: -2; MsrA inhibitor: 0.3; Rin1-Abl PPI inh: 0; TbMetRS inhib: 0.9

How did O=C(COC(=O)c1cc(Cl)nc(Cl)c1)NC1CCCCCC1 do in these assays?
Neddyl block: inactive; FAS-TE inh: 48; MsrA act: 3; CSN inh: -4; MLLE-PAM2 inh: -12; eLon inh: -3; MsrA inhibitor: 0.9; Rin1-Abl PPI inh: 4; TbMetRS inhib: -0.2

What do the screens show for `CC(OC(=O)/C=C/c1ccccc1)C(=O)N1CCc2ccccc21` (stereo not drawn)?
Neddyl block: inactive; FAS-TE inh: 17; MsrA act: -5; CSN inh: 2; MLLE-PAM2 inh: -2; eLon inh: -8; MsrA inhibitor: -0.7; Rin1-Abl PPI inh: 2; TbMetRS inhib: 0.0

How did COc1cccc(C2=NOC(C(=O)Nc3ccc(OC)c(OC)c3)C2)c1 (stereo not drawn) do in these assays?
Neddyl block: inactive; FAS-TE inh: -3; MsrA act: -2; CSN inh: 2; MLLE-PAM2 inh: -10; eLon inh: 2; MsrA inhibitor: 0.2; Rin1-Abl PPI inh: -5; TbMetRS inhib: -0.4

How did CCCCn1c(N)c(N(CCOC)C(=O)CCC2CCCCC2)c(=O)[nH]c1=O do in these assays?
Neddyl block: inactive; FAS-TE inh: -1; MsrA act: -5; CSN inh: 3; MLLE-PAM2 inh: -5; eLon inh: -9; MsrA inhibitor: -0.4; Rin1-Abl PPI inh: 0; TbMetRS inhib: 0.5

Results for Cc1cccc(OCC(=O)Nc2sc3c(c2C#N)CCC3)c1 ?
Neddyl block: inactive; FAS-TE inh: 1; MsrA act: 0; CSN inh: 2; MLLE-PAM2 inh: -2; eLon inh: 4; MsrA inhibitor: 0.6; Rin1-Abl PPI inh: -1; TbMetRS inhib: 0.7

Results for O=C(C(c1ccccc1)c1ccccc1)N1CCN(c2ccccn2)CC1 ?
Neddyl block: inactive; FAS-TE inh: 6; MsrA act: 1; CSN inh: -7; MLLE-PAM2 inh: 2; eLon inh: -4; MsrA inhibitor: 0.8; Rin1-Abl PPI inh: -2; TbMetRS inhib: -0.1

Results for COCCNC(=O)c1ccc(CSCc2cccc(Cl)c2)o1 ?
Neddyl block: inactive; FAS-TE inh: 1; MsrA act: -3; CSN inh: 4; MLLE-PAM2 inh: 11; eLon inh: -5; MsrA inhibitor: -0.8; Rin1-Abl PPI inh: -1; TbMetRS inhib: 1.0

Results for CC(C)(C)NC(=S)N/N=C/c1cccnc1 ?
Neddyl block: inactive; FAS-TE inh: 0; MsrA act: 3; CSN inh: 2; MLLE-PAM2 inh: 25; eLon inh: -4; MsrA inhibitor: 0.3; Rin1-Abl PPI inh: 0; TbMetRS inhib: -0.7

What do the screens show for `Cc1cc(Cl)ccc1OC(C)C(=O)NCCc1ccc2c(c1)OCCO2` (stereo not drawn)?
Neddyl block: inactive; FAS-TE inh: 28; MsrA act: 1; CSN inh: 2; MLLE-PAM2 inh: -7; eLon inh: -2; MsrA inhibitor: 3.4; Rin1-Abl PPI inh: 5; TbMetRS inhib: -0.3

How did CCC(=O)N1CCN(c2ccc(NC(=O)COc3ccccc3Cl)cc2)CC1 do in these assays?
Neddyl block: inactive; FAS-TE inh: -5; MsrA act: -2; CSN inh: 0; MLLE-PAM2 inh: -7; eLon inh: 4; MsrA inhibitor: 0.2; Rin1-Abl PPI inh: 0; TbMetRS inhib: -0.3

What do the screens show for `CCOCCCNCc1ccc(OC)c(OC)c1`?
Neddyl block: inactive; FAS-TE inh: -4; MsrA act: -4; CSN inh: 2; MLLE-PAM2 inh: 0; eLon inh: -1; MsrA inhibitor: 0.9; Rin1-Abl PPI inh: -2; TbMetRS inhib: -0.2

What do the screens show for `O=C(NC12CC3CC(CC(C3)C1)C2)N1CCN(C2CCCCC2)CC1`?
Neddyl block: inactive; FAS-TE inh: -6; MsrA act: -3; CSN inh: -4; MLLE-PAM2 inh: -18; eLon inh: 2; MsrA inhibitor: 1.2; Rin1-Abl PPI inh: 3; TbMetRS inhib: -0.2

What do the screens show for `CC(=O)c1ccc(N2CCC(C(=O)O)CC2)cc1`?
Neddyl block: inactive; FAS-TE inh: -3; MsrA act: -2; CSN inh: 3; MLLE-PAM2 inh: -14; eLon inh: -3; MsrA inhibitor: 3.6; Rin1-Abl PPI inh: 3; TbMetRS inhib: 0.2

What do the screens show for `O=c1ccsn1Cc1ccccc1`?
Neddyl block: inactive; FAS-TE inh: -4; MsrA act: 18*; CSN inh: -2; MLLE-PAM2 inh: 16; eLon inh: 2; MsrA inhibitor: 0.7; Rin1-Abl PPI inh: -2; TbMetRS inhib: -0.7

What do the screens show for `Cc1ccc(SCCC(=O)N(C)CC(=O)Nc2c(C)cccc2C)cc1`?
Neddyl block: inactive; FAS-TE inh: -2; MsrA act: -3; CSN inh: 6; MLLE-PAM2 inh: 9; eLon inh: 0; MsrA inhibitor: -0.4; Rin1-Abl PPI inh: 1; TbMetRS inhib: 0.0

What do the screens show for `Cc1nc2c(C#N)c(-c3ccc(Cl)cc3)ccn2n1`?
Neddyl block: inactive; FAS-TE inh: 1; MsrA act: -3; CSN inh: 1; MLLE-PAM2 inh: 14; eLon inh: 3; MsrA inhibitor: -0.2; Rin1-Abl PPI inh: -3; TbMetRS inhib: 0.4

Results for COc1ccc(CCNC2CC(=O)N(C3CCCCC3)C2=O)cc1OC (stereo not drawn) ?
Neddyl block: inactive; FAS-TE inh: -6; MsrA act: -2; CSN inh: 1; MLLE-PAM2 inh: 7; eLon inh: 3; MsrA inhibitor: 1.0; Rin1-Abl PPI inh: -1; TbMetRS inhib: -0.6

What do the screens show for `CCOC(=O)C1=C(C)N=c2s/c(=C/c3ccccc3)c(=O)n2C1c1ccc(OC)c(OC)c1` (stereo not drawn)?
Neddyl block: inactive; FAS-TE inh: 23; MsrA act: -3; CSN inh: 0; MLLE-PAM2 inh: -22; eLon inh: -4; MsrA inhibitor: 0.1; Rin1-Abl PPI inh: 0; TbMetRS inhib: -1.4

Results for COc1ccc(OCC(=O)N2CCCC(CO)(CCOc3ccccc3)C2)cc1 (stereo not drawn) ?
Neddyl block: inactive; FAS-TE inh: 5; MsrA act: -4; CSN inh: 2; MLLE-PAM2 inh: 1; eLon inh: -6; MsrA inhibitor: -0.2; Rin1-Abl PPI inh: 3; TbMetRS inhib: 0.8

What do the screens show for `NC(=O)C1CCN(C(=O)c2ccc3c(=O)n(Cc4cccc(Br)c4)c(=S)[nH]c3c2)CC1`?
Neddyl block: inactive; FAS-TE inh: -1; MsrA act: -2; CSN inh: 6; MLLE-PAM2 inh: -94; eLon inh: -2; MsrA inhibitor: -0.5; Rin1-Abl PPI inh: 2; TbMetRS inhib: 0.0

What do the screens show for `O=[N+]([O-])c1cccc(-c2ccc(/C=N/Nc3nc(N4CCCCC4)nc(N4CCCCC4)n3)o2)c1`?
Neddyl block: inactive; FAS-TE inh: 38; MsrA act: -3; CSN inh: -3; MLLE-PAM2 inh: -10; eLon inh: -5; MsrA inhibitor: 1.3; Rin1-Abl PPI inh: 0; TbMetRS inhib: 0.7

What do the screens show for `COc1ccccc1NS(=O)(=O)c1cc(NC(=O)COc2ccccc2)ccc1N1CCOCC1`?
Neddyl block: inactive; FAS-TE inh: 25; MsrA act: -2; CSN inh: 3; MLLE-PAM2 inh: -9; eLon inh: 1; MsrA inhibitor: -1.1; Rin1-Abl PPI inh: 2; TbMetRS inhib: -0.1

Results for Cc1ccc(NC(=O)CSc2ncccn2)cc1S(=O)(=O)N1CCCCC1 ?
Neddyl block: inactive; FAS-TE inh: -3; MsrA act: -4; CSN inh: 0; MLLE-PAM2 inh: -9; eLon inh: 3; MsrA inhibitor: -0.6; Rin1-Abl PPI inh: 1; TbMetRS inhib: -0.2

How did CCCC(=O)Nc1sc(C(=O)Nc2cccc(N)c2)c(C)c1C(=O)OC do in these assays?
Neddyl block: inactive; FAS-TE inh: -1; MsrA act: -2; CSN inh: -1; MLLE-PAM2 inh: 2; eLon inh: -6; MsrA inhibitor: 0.4; Rin1-Abl PPI inh: -2; TbMetRS inhib: 0.3

How did COC(=O)c1ccc(-c2csc(NC(=O)C3=COCCO3)n2)cc1 do in these assays?
Neddyl block: inactive; FAS-TE inh: 8; MsrA act: -2; CSN inh: -1; MLLE-PAM2 inh: -6; eLon inh: -3; MsrA inhibitor: 0.9; Rin1-Abl PPI inh: -4; TbMetRS inhib: 0.0

3 records drawn at random from the list so far, as already listed:
How did COC(=O)c1ccc(-c2csc(NC(=O)C3=COCCO3)n2)cc1 do in these assays?
Neddyl block: inactive; FAS-TE inh: 8; MsrA act: -2; CSN inh: -1; MLLE-PAM2 inh: -6; eLon inh: -3; MsrA inhibitor: 0.9; Rin1-Abl PPI inh: -4; TbMetRS inhib: 0.0

How did CCCC(=O)Nc1sc(C(=O)Nc2cccc(N)c2)c(C)c1C(=O)OC do in these assays?
Neddyl block: inactive; FAS-TE inh: -1; MsrA act: -2; CSN inh: -1; MLLE-PAM2 inh: 2; eLon inh: -6; MsrA inhibitor: 0.4; Rin1-Abl PPI inh: -2; TbMetRS inhib: 0.3

What do the screens show for `O=[N+]([O-])c1cccc(-c2ccc(/C=N/Nc3nc(N4CCCCC4)nc(N4CCCCC4)n3)o2)c1`?
Neddyl block: inactive; FAS-TE inh: 38; MsrA act: -3; CSN inh: -3; MLLE-PAM2 inh: -10; eLon inh: -5; MsrA inhibitor: 1.3; Rin1-Abl PPI inh: 0; TbMetRS inhib: 0.7

From PubChem
